# Compound activity: PubChem, National Center for Advancing Translational Sciences (NCATS)
# ELG1 repair inh – qHTS screen for small molecules that inhibit ELG1-dependent DNA repair in human embryonic kidney (HEK293T) cells expressing luciferase-tagged ELG1 | HEK293T ELG1-luciferase reporter, luminescence, 16 h; DNA damage induced by 5-fluorouridine | Potency, µM (doses to about 46.1 µM), inactives show at the highest dose activity change, negative = inhibition, most hits filed as inhibitors | AID 504467, 2011 | 330,000 tested, 2.3% active; note: potency is the fitted concentration of half-maximal effect; % is set by controls: 0 for no effect and ±100 for the full control effect; nearly all actives have a fitted effect of over 55% in size
#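 Reporter activity after DNA damage by 5-fluorouridine is monitored. Compound-treated cells incubate 16 hr at 37 °C, then ONE-Glo is added for 30 min before luminescence reading.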
# PKM2 activator – qHTS Assay for Activators of Human Muscle isoform 2 Pyruvate Kinase. purified PKM2, Kinase-Glo ATP luminescence, activation; response scale: 0% is enzyme alone, no compound. Potency, µM (titrated, usually from 57.5 µM), without a hit: at the top dose activation, most hits filed as activators. 260,000 tested, 0.34% active. AID 1631, 2009; note: potency is the fitted concentration of half-maximal effect; % is set by controls: 0 for no effect and ±100 for the full control effect; nearly all actives have a fitted effect of over 55% in size
#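 Kinase-Glo luminescence reports ATP generated from ADP (0.1 mM) and PEP (0.5 mM) by purified hPK-M2 after 1 h at room temperature, pH 7.2 imidazole buffer; intermediate enzyme activity allows detecting inhibitors and activators.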
# NPC1 promoter act – qHTS Assay for NPC1 Promoter Activators | Potency, µM (titrated, usually from 9.22 µM), for inactives: top-dose activation, usual class: activators | Huh7 NPC1 promoter luciferase reporter, 24 h | 320,000 tested, 2.4% active;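 note: potency is the fitted concentration of half-maximal effect; % of control where 0% means no effect; nearly all actives have a fitted effect of over 60% in size; reporter is driven by a mutant NPC1 promoter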
#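 Quantitative HTS used a cell-based reporter: Huh7 cells stably bearing the NPC1 promoter upstream of luciferase were treated with compounds for 24 h, and promoter activation was read as luminescence.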
# Menin MLL FP TR – qHTS Assay for Inhibitors Targeting the Menin-MLL Interaction in MLL Related Leukemias: Competition With Texas Red Labeled MLL-derived Mutant Peptide. O00255. Menin + Texas Red MLL mutant peptide, fluorescence polarization. Potency, µM (series often up to 61.6 µM), inactives show top-dose FP activity change, negative = inhibition, most hits filed as inhibitors. 270,000 tested, 0.23% active. AID 1768, 2009; active = well fitted inhibition curve with a large enough effect in the polarisation, with a control signal flat, not every such curve was filed as active; inconclusive = small, poorly fitted or top-dose-only effect, or effect the other way, or a change in a side signal; inactive = no such curve, though single readings can be large or run the other way; the % refers to the polarisation; note: potency is the fitted concentration of half-maximal effect; % of control where 0% means no effect; many of its hits are not listed in these tables
# Target sequence (O00255 whole entry, looked up): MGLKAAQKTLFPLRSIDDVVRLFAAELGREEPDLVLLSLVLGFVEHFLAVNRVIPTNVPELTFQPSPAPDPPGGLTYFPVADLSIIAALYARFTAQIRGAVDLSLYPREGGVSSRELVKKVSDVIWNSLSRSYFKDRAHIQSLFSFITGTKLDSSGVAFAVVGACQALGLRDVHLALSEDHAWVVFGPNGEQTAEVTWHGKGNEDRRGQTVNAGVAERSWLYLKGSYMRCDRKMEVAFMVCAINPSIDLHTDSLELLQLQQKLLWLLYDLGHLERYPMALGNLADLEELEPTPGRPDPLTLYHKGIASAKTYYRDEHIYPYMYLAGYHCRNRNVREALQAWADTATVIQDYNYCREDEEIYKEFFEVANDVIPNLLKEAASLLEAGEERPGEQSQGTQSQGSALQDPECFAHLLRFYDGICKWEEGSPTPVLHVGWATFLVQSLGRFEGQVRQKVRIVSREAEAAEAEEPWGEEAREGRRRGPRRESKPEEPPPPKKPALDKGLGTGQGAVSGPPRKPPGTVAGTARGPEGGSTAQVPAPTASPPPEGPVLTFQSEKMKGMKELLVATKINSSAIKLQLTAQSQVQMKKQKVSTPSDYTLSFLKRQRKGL
# Mito fusion act – qHTS Assay for Small Molecule Inhibitors of Mitochondrial Division or Activators of Mitochondrial Fusion | S. cerevisiae fusion-defective mutant growth rescue, CellTiterGlo 48 h | Potency, µM (highest dose often 46.1 µM), for the others: at the highest dose growth rescue (activation), usual class: activators | 320,000 tested, 0.23% active | AID 485298, 2010;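 note: potency is the fitted concentration of half-maximal effect; % of control where 0% means no effect; nearly all actives have a fitted effect of over 45% in size; temperature-sensitive fusion mutants such as fzo1-1 at 37 °C on non-fermentable ethanol glycerol medium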
#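 Compounds are tested for their ability to restore growth of mitochondrial fusion-defective yeast strains at non-permissive 37C in YPEG medium over 48 hours. Viability is quantified by luciferase luminescence.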
# RORg inh – qHTS for inhibitors of ROR gamma transcriptional activity; 310,000 tested, 5.4% active; Nuclear receptor ROR-gamma (Mus musculus), P51450; AID 2551, 2010; Potency, µM (highest dose often 53.6 µM), for inactives: top-dose activity change, negative = inhibition, usual class: inhibitors; Drosophila S2 Gal4-RORgamma UAS-luciferase reporter, 20 h; note: potency is the fitted concentration of half-maximal effect; % is set by controls: 0 for no effect and ±100 for the full control effect; nearly all actives have a fitted effect of over 60% in size
#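 Compounds are pin-transferred onto Drosophila Schneider cells expressing a copper-inducible Gal4–ROR gamma transactivation domain fusion. After 1 hr, copper sulfate is added to 700 uM final; luciferase is read 20 hr later.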
# KCNH2 3.1 block – qHTS for Inhibitors of KCHN2 3.1: Mutant qHTS | 340,000 tested, 0.95% active | activity change, % (tested at about 1.8 µM) | U2OS KCNH2 3.1, thallium flux FluxOr; stronger effect = lower value;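 active = maximum activity change below -70%; inconclusive = maximum activity change from -70% to -50%; inactive = maximum activity change above -50%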;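 note: thallium influx rate constant from kinetic fluorescence after stimulation buffer; % is set by controls: 0 for no effect and ±100 for the full control effect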
#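 Measured as rate of thallium-driven FluxOr signal in transduced U2OS cells carrying the 3.1 channel, read kinetically for 2 min upon stimulation; values are rate constants scaled to DMSO control wells.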
# Rab9 prom act – qHTS Assay for Rab9 Promoter Activators; Huh7 Rab9 promoter-luciferase reporter, luminescence, 24 h; AID 485297, 2010; 320,000 tested, 2.8% active; Potency, µM (top dose mostly 9.22 µM), without a hit: top-dose activation, negative = inhibition, hits mostly activators; note: potency is the fitted concentration of half-maximal effect; % of control where 0% means no effect; nearly all actives have a fitted effect of over 60% in size
#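 Cells were plated at 1500 per well in reduced-serum medium with 10% FBS and left 2 h. Compound in DMSO was then added for 24 h at 37 °C. Reporter signal was read by luminescence after 10 min with luciferase detection reagent.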
# FLuc modulator – qHTS profiling assay for firefly luciferase inhibitor/activator using purifed enzyme and Km concentrations of substrates (counterscreen for miR-21 project) | Luciferin 4-monooxygenase (Photinus pyralis), P08659 | purified FLuc, Km substrates, luminescence inhibition | Potency, µM (top dose mostly 57.5 µM), for inactives: at the top dose activity change, negative = inhibition, actives largely listed as inhibitors | 360,000 tested, 6.9% active;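 note: potency is the fitted concentration of half-maximal effect; plate controls were vehicle for no effect and reference inhibitor for full effect; nearly all actives have a fitted effect of over 55% in size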
#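 Biochemical qHTS of compounds, final roughly 60 µM downward over six points, against 10 nM purified firefly luciferase using Km concentrations of substrates (10 uM D-luciferin, 10 uM ATP) in Tris acetate pH 7.5 buffer; luminescence output.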
# Gal4-VP16 FLuc – VP16 counterscreen qHTS for inhibitors of ROR gamma transcriptional activity. Drosophila S2 Gal4-VP16 UAS-luciferase, luminescence, 20 h. Potency, µM (highest dose often 53.6 µM), inactives show at the top dose activity, negative = inhibition, hits mostly inhibitors. 310,000 tested, 3.5% active. AID 2546, 2010;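 note: Gal4-VP16 expression switched on by copper sulfate through the metallothionein promoter; potency is the fitted concentration of half-maximal effect; % is set by controls: 0 for no effect and ±100 for the full control effect; nearly all actives have a fitted effect of over 50% in size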
# MBNL1 CUG block – qHTS Assay for Inhibitors of MBNL1-poly(CUG) RNA binding; Muscleblind-like protein 1 (Homo sapiens), Q9NR56; TR-FRET MBNL1-His/biotin-(CUG)12 binding, 665/545 ratio; Potency, µM (series often up to 57.5 µM), for inactives: at the highest dose activity change, negative = inhibition, most hits filed as inhibitors; 280,000 tested, 0.036% active; active = well fitted inhibition curve with a large enough effect in the signal ratio, with a control signal flat, not every such curve was filed as active; inconclusive = small, poorly fitted or top-dose-only effect, or effect the other way, or a change in a side signal; inactive = no such curve, though single readings can be large or run the other way; the % refers to the signal ratio; note: potency is the fitted concentration of half-maximal effect; % is set by controls: 0 for no effect and ±100 for the full control effect
# Target sequence (Q9NR56 whole entry, looked up): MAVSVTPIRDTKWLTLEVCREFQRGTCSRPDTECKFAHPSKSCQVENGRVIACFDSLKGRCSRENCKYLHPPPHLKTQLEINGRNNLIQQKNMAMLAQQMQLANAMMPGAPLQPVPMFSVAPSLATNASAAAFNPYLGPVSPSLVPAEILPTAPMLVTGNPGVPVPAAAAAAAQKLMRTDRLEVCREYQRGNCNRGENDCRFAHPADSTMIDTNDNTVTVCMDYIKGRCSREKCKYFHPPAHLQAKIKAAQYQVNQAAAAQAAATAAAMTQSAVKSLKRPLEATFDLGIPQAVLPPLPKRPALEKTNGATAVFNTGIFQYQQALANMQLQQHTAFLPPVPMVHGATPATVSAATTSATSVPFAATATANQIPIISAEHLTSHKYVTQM
#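 Ratiometric TR-FRET (665 over 545 nm, excitation 340 nm) tracks disruption of MBNL1-His/biotin-(CUG)12 complex after 60 min at room temperature, with compounds at 92 nM to 58 uM final.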
# Starred values were filed as active, the others as inactive; ? = inconclusive; · = no result given; [ ] = dose if it differs, or a comment. Unless noted, calls come from the whole dose curve; as a rule, active = well fitted curve in the direction sought with a large enough effect; inconclusive = small, poorly fitted or top-dose-only effect, or another doubt; inactive = no such curve, though single readings can be large; an effect the other way counts as inactive or inconclusive. Not all compounds are listed; rates above refer to the full screens.
SMILES,ELG1 repair inh,PKM2 activator,NPC1 promoter act,Menin MLL FP TR,Mito fusion act,RORg inh,KCNH2 3.1 block,Rab9 prom act,FLuc modulator,Gal4-VP16 FLuc,MBNL1 CUG block
Cc1ccc(-n2cnnn2)c(S(=O)(=O)N2CCOCC2)c1,-1.8%,9.8%,-3.1%,9.8%,4.8%,14.9%,10.1,-0.9%,-1.1%,-18.7%,-3.5%
O=C(CN(c1ccc2c(c1)OCCO2)S(=O)(=O)c1ccccc1)NCc1ccco1,?,0.7%,-3.5%,?,3.9%,1.9%,14.3,-0.8%,0.1%,12.4%,-7.5%
Cc1cc(NC(=O)C2CCC2)n(-c2ccccn2)n1,1.7%,-1.0%,0.1%,-0.7%,0.5%,12.6%,5.6,-3.2%,-0.5%,-3.0%,-5.3%
Cc1cccnc1NC(=O)CNC(=O)c1ccccc1,?,·,1.1%,·,0.8%,·,3.7,-4.4%,3.8%,·,·
CC12CC3CC(C)(C1)CC(C(=O)N1CCN(C(=O)C4CCCO4)CC1)(C3)C2 (stereo not given),9.2%,-2.9%,-0.7%,-4.9%,-0.6%,·,4.3,-0.9%,-0.4%,·,7.0%
O=C(Cn1cnc2ccccc2c1=O)c1ccc(OC(F)F)cc1,?,·,24.8%,2.0%,-21.4%,5.2%,-0.6,28.7%,-17.9%,?,-3.3%
O=[N+]([O-])c1ccc(NCc2ccccn2)nc1,?,-2.2%,10.0%,1.3%,-2.0%,15.3%,·,11.8%,-15.3%,-0.1%,?
COc1ccc(NC(=O)NCCc2c[nH]c3ccccc23)c(OC)c1,-2.9%,·,7.9%,5.2%,-10.2%,-0.4%,-24.1,3.3%,0.7%,-0.8%,-2.1%
CN1CCN(c2ccc(NC(=O)c3ccc(-c4ccccc4F)o3)cc2)CC1,?,·,3.16µM*,·,5.0%,·,?,1µM*,2.69µM*,·,·
OCC1CCCN(c2nc(CN3CCCCC3)nc3scc(-c4ccccc4)c23)C1 (stereo not given),1.0%,1.2%,-1.3%,-23.0%,-19.4%,-24.6%,0.6,-0.4%,-0.6%,0.4%,10.3%
Cc1ccc(S(=O)(=O)Nc2cccc3c2CCCC3)cc1,-0.1%,4.8%,-0.1%,-7.9%,?,4.1%,-13.2,0.6%,-2.3%,-13.0%,-3.1%
Cc1cc(-c2n[nH]c(=S)n2/N=C/c2cc([N+](=O)[O-])ccc2Cl)n[nH]1,19.6%,-18.4%,1.8%,2.0%,-0.7%,-31.9%,-6.7,-1.0%,-0.9%,-1.4%,·
CCOC(=O)/C(=N/Nc1ccccc1)Sc1nnnn1-c1ccc(C)cc1,14.0%,-4.1%,0.0%,-3.0%,-8.1%,?,3.1,-8.2%,2.8%,-7.5%,-5.3%
CCOc1ccc(N(C(=O)c2cnsn2)C(C(=O)NC2CCCCC2)c2ccncc2)cc1 (stereo not given),11.6%,0.8%,1.0%,-3.9%,-4.2%,?,7.0,-7.8%,-0.4%,-7.5%,-4.2%
O=C(Nc1cccc(-c2cscn2)c1)C1CCN(Cc2ccccn2)CC1,-12.8%,-13.1%,2.8%,-7.0%,3.1%,-35.2%,12.9,-2.0%,2.8%,-1.7%,-5.0%
COc1cccc(/C=C/C(=O)NCc2cn3cc(Cl)ccc3n2)c1OC,-8.7%,10.7%,-2.4%,9.2%,7.5%,-12.2%,8.4,0.7%,?,-0.9%,15.3%
O=C(O)c1ccccc1-c1ccccc1C(=O)NNc1ccccc1,-2.9%,7.9%,-4.1%,-4.5%,13.1%,0.1%,17.7,-2.6%,-0.2%,-4.7%,-3.3%[11.5 µM]
CCOC(=O)C(C)c1c(C)[nH]c(=S)[nH]c1=O (stereo not given),-0.3%,0.7%,0.6%,·,-0.9%,-23.7%,0.8,-7.2%,1.2%,-0.8%,1.7%
O=C(COC(=O)CCN1C(=O)C2CC=CCC2C1=O)Nc1ccc(Cl)cc1F (stereo not given),10.9%,·,0.7%,·,-2.4%,·,2.6,2.2%,-0.1%,·,·
Cc1ccc(SCC(=O)NCC(C)C)cc1,?,-3.5%,15.2%,1.4%,1.7%,4.8%,5.1,6.4%,-18.7%,-3.5%,4.0%
O=C(Nc1ccc2ccccc2n1)Nc1ccccc1F,?,·,?,-4.6%,9.5%,13.3%,-13.0,24.1%,0.5%,-3.8%,2.8%
COc1ccc(C2=NO[C@@H]3[C@@H]4C[C@@H]([C@H]5C(=O)N(C)C(=O)[C@@H]45)[C@H]23)c(OC)c1,0.0%,-7.8%,-0.7%,·,3.5%,-0.8%,6.0,-1.3%,-1.1%,-1.5%,1.8%
COC(=O)Nc1ccccc1C(=O)N1CCN(c2ccc(C)cc2)CC1,?,-17.6%,7.0%,0.4%,8.4%,31.2%,-15.6,3.1%,?,3.4%,?
C=CCn1c(Cc2ccccc2)nnc1SCc1nc2ccccc2c(=O)[nH]1,-5.3%,·,0.7%,-15.6%,2.7%,17.5%,-27.0,-0.6%,0.2%,20.4%,-4.8%
CN1N=C(C(=O)N2CCCC(Nc3ccc(F)c(F)c3)C2)CCC1=O (stereo not given),19.0%,-0.6%,-6.0%,·,-2.0%,4.0%,-9.3,0.2%,3.8%,-1.5%,-6.1%
CCCCc1cn([C@@H](CCCCN)C(=O)N2CCNCC2)nn1,?,-1.0%,-2.1%,15.5%,1.2%,1.4%,-7.7,0.9%,-1.1%,3.6%,-0.3%
Cc1ccnc(NC(=O)CCS(=O)(=O)c2ccccc2)c1,?,1.3%,19.2%,-14.2%,-4.7%,20.6%,-2.3,29.4%,-11.8%,1.7%,-0.2%
CC(C)Cn1c(N)cc(=O)n(C)c1=O,2.4%,2.2%,-2.2%,0.3%,-3.3%,1.1%,25.4,-5.2%,-0.6%,4.2%,0.4%
CSc1nc2nc(-c3ccccc3)cc(=O)n2[nH]1,?,-25.0%,18.7%,-2.5%,-3.3%,-23.3%,4.8,1.2%,6.75µM*,-9.2%,-2.8%
COC(=O)c1cn(CC(=O)Nc2ccc(F)cc2)c2ccccc12,3.1%,-1.3%,-1.5%,14.3%,2.7%,31.9%,7.0,-1.2%,-0.1%,8.4%,-0.3%
COc1cccc(N(C(=O)CNC(=O)c2ccco2)C(C(=O)NC2CCCCC2)c2cccnc2)c1 (stereo not given),2.9%,·,-2.9%,-12.8%,2.9%,1.3%,0.3,-5.4%,1.8%,12.0%,1.3%
Cc1ccsc1/C=N\Nc1cn[nH]c(=O)c1Cl,?,-0.2%,6.0%,0.7%,-5.1%,-21.4%,-16.8,2.7%,-19.6%,-9.7%,?
CC(=O)N1CCCc2cc(S(=O)(=O)CCC(=O)N3CCN(c4cccc(C)c4)C(C)C3)ccc21 (stereo not given),20.6µM*,-1.0%,-0.9%,-6.6%,1.5%,13.8%,-92.7*,1.7%,1.2%,3.8%,-5.6%
O=C(NC(=S)N1CCOCC1)c1ccc(F)cc1,8.6%,11.1%,1.6%,·,2.9%,13.7%,-10.7,3.9%,2.4%,-5.4%,-9.4%
O=C(NCCc1ccccc1)c1ccc2nc(-c3ccco3)c(-c3ccco3)nc2c1,?,6.0%,0.3%,?,3.2%,-26.6%,5.2,7.4%,21.3µM*,-5.0%,?
Nc1nc2ccccc2n1/N=C/c1ccc(Br)cc1,?,1.6%,?,14.2%,8.4%,-1.9%,-23.4,?,?,-2.4%,14.4%
CCOC(=O)c1cc(-c2ccc(Cl)cc2)nc2c1c(=O)[nH]c(=O)n2CCOC,-1.4%,2.6%,-5.6%,-11.8%,-1.4%,26.8%,-6.5,2.4%,-2.2%,?,5.9%
O=[N+]([O-])c1ccccc1OCC(O)CNC1CCCC1 (stereo not given),2.0%,-0.6%,-1.5%,·,-8.7%,-10.4%,1.0,-1.0%,-1.3%,8.1%,10.2%
Clc1ccc(Cn2ncc3c(NCCN4CCOCC4)ncnc32)cc1,-18.8%,-3.0%,-1.6%,-0.8%,-7.5%,38.7%,3.8,0.6%,3.3%,-6.1%,0.2%
